Bioassay records as filed in PubChem BioAssay.
Glioma ERSR ind: ER stress response induction in glioma. 0.02% of 420,000 active. AID 602332. Potency, µM, without a hit: at the top dose activation, actives largely listed as activators. U87-MG GRP78 promoter luciferase reporter, 16 h; also: potency is read from the fitted curve at half-maximal effect; series mostly up to about 76 µM; % of control where 0% means no effect; nearly all actives have a fitted effect of over 35% in size
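ERSR induction read as luciferase luminescence (Bright-Glo, 10 min at room temperature) in stably transfected human U87-MG glioma cells exposed to compounds for 16 h, using GRP78 as sensor.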
POLK inh: inhibitors of human DNA polymerase kappa; Q9UBT6; purified Pol kappa, fluorescent DNA synthesis assay, 10 min; Potency, µM (titrated, usually from 107 µM), inactives show at the highest dose activity, negative = inhibition, actives largely listed as inhibitors; 0.53% of 400,000 active; AID 588579; also: potency is read from the fitted curve at half-maximal effect; % is scaled to controls: 0 for no effect and ±100 for the full control effect
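First, compounds were pin-transferred onto 10 nM Pol kappa. After 15 min at room temperature, substrate was added to 50 nM final. Fluorescence was then measured kinetically at 0 and 10 min.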
LDHA block: inhibitors of human lactate dehydrogenase A. P00338. activity change, % (values are at about 110 or 230 µM). AID 1347041. 0.15% of 480,000 active. purified LDHA, NADH/diaphorase-resazurin fluorescence; active compounds read low; in the data active = activity change below about -30%; inconclusive = mostly about -25% to -30%;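 also: plate controls were DMSO wells for no effect and wells without enzyme for full effect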
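Human LDH5 at 2 nM final in Tris HCl pH 7.4 with 0.06 mM NADH and 0.2 mM pyruvate, reacted 5 minutes at room temperature. Remaining NADH coupled via diaphorase/resazurin; resorufin fluorescence read at 0 and 20 minutes, normalized to enzyme-free and DMSO wells.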
Apoferritin bind: candidate novel general anesthetic via apoferritin binding; apoferritin/1-aminoanthracene competitive binding, fluorescence; Potency, µM (highest dose often 77.5 µM), inactives show top-dose activity change, negative = displacement, actives largely listed as inhibitors; AID 485281; P02791; 0.074% of 350,000 active; also: potency is read from the fitted curve at half-maximal effect; % is scaled to controls: 0 for no effect and ±100 for the full control effect; nearly all actives have a fitted effect of over 20% in size
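Apoferritin-based anesthetic binding model; compound displacement of fluorescent 1-AMA measured as endpoint fluorescence after 10 minutes at room temperature, scaled to free-ligand and complex controls.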
POLH inh: DNA polymerase eta (human) inhibition. Q9Y253. recombinant Pol eta, fluorescent DNA replication assay. Potency, µM (doses to about 114 µM), without a hit: at the highest dose activity change, negative = inhibition, most hits filed as inhibitors. 1.2% of 390,000 active. AID 588591; also: potency is read from the fitted curve at half-maximal effect; % is scaled to controls: 0 for no effect and ±100 for the full control effect
Target sequence (Q9Y253 whole entry, looked up): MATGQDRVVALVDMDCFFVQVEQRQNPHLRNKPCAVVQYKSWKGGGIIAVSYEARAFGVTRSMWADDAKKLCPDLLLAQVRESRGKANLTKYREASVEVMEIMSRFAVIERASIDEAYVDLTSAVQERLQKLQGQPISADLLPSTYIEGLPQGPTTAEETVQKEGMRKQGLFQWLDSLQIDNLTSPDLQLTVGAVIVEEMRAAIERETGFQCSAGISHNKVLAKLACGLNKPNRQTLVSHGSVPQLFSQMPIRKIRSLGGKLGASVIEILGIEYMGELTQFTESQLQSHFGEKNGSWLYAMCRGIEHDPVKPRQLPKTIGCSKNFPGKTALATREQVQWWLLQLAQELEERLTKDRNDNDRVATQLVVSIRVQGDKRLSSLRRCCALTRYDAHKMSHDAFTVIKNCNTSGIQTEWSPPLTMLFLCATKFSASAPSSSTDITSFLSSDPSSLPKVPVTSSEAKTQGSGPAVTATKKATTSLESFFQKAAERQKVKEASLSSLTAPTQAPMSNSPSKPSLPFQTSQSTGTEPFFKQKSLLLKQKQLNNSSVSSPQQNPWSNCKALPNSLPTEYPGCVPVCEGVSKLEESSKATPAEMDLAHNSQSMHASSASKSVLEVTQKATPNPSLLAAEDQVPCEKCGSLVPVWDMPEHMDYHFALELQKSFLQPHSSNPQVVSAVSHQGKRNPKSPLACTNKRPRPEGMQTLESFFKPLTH
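Fluorescent replication assay: 50 nM final substrate added after a 15 min room-temperature compound preincubation with 10 nM enzyme. Signal taken at 0 min and again at 10 min.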
Pol beta inh: inhibitors of human DNA polymerase beta. P06746. 1.3% of 340,000 active. AID 485314. Potency, µM (top dose mostly 114 µM), for inactives: at the highest dose activity change, negative = inhibition, most hits filed as inhibitors. Pol beta primer extension/strand displacement, fluorescence kinetic; also: potency is read from the fitted curve at half-maximal effect; % is scaled to controls: 0 for no effect and ±100 for the full control effect
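Values derive from four-parameter Hill fits of normalized kinetic data: reads at 0 and 10 min following addition of 50 nM substrate to 10 nM Pol beta preincubated 15 min with compound.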
BLM helicase inh: inhibitors of human Bloom syndrome helicase BLM; Potency, µM (series often up to 56.1 µM), for inactives: at the top dose activity change, negative = inhibition, usual class: inhibitors; recombinant BLM DNA unwinding, fluorescence dequenching; AID 2528; P54132; 0.2% of 350,000 active;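 also: potency is read from the fitted curve at half-maximal effect; plate controls were vehicle for no effect and no enzyme for full effect; nearly all actives have a fitted effect of over 35% in size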
POLI inh: blocks human DNA polymerase iota activity | Q9UNA4 | Pol iota fluorescent replication assay, 10 min | Potency, µM (titrated, usually from 115 µM), for the others: at the top dose activity, negative = inhibition, actives largely listed as inhibitors | 1% of 390,000 active; also: potency is read from the fitted curve at half-maximal effect
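Fluorescent replication assay read twice, at 0 min and 10 min after adding 50 nM (final) substrate. Enzyme (10 nM) and compounds were first incubated 15 min at room temperature; enzyme-free buffer wells were negative controls.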
APE1 inh: inhibitors of human APE1 endonuclease; 0.35% of 350,000 active; P27695; Potency, µM (titrated, usually from 65.8 µM), inactives show at the top dose activity change, negative = inhibition, hits mostly inhibitors; recombinant APE1, TAMRA/BHQ-2 abasic DNA cleavage fluorescence;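 also: potency is read from the fitted curve at half-maximal effect; plate controls were vehicle for no effect and reference inhibitor for full effect; nearly all actives have a fitted effect of over 55% in size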
Target sequence (P27695 whole entry, looked up): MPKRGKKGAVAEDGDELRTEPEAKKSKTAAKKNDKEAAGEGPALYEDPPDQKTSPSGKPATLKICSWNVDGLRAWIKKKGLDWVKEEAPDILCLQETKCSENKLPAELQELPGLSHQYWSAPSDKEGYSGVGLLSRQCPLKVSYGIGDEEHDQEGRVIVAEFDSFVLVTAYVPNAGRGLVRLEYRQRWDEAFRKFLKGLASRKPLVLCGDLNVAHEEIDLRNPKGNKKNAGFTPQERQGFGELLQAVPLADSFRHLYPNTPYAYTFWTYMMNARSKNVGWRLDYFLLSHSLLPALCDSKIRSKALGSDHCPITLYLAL
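Kinetic fluorescence read (525 ex/598 em nm, three reads 60 s apart) of AP-site incision; signal = third minus first read. Enzyme 0.75 nM, dual-labelled THF duplex 50 nM, compound preincubation 15 min RT.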
* hit, by the source's call; ? = inconclusive; . = no result given; & = joins results of further samples; [ ] = dose if it differs, or a comment. Unless noted, calls follow the shape of the dose curve; as a rule, active = well fitted curve in the direction sought with a large enough effect; inconclusive = small, poorly fitted or top-dose-only effect, or another doubt; inactive = no such curve, though single readings can be large; an effect the other way counts as inactive or inconclusive. An excerpt, so the mix of outcomes need not match the whole.

SMILES	Glioma ERSR ind	POLK inh	LDHA block	Apoferritin bind	POLH inh	Pol beta inh	BLM helicase inh	POLI inh	APE1 inh
O=C(Nc1ccnc(-c2cccnc2)n1)c1ccc(Cl)c(Cl)c1	-2%	0%	-6	-16%	0%	19%	-2%	0%	-5%
COc1ccc(OC)c(NC(=O)c2csc(Cl)c2OC)c1	0%	-8%	-2	-5%	-14%	5%	-6%	20%	32%
Cc1ccc(C(=O)c2cn[nH]c2-c2cc(Cl)ccc2O)cc1	-1%	-8%	5	-21%	-16%	-16%	2%	21%	-9%
O=C(C[N+]1(CCO)CCOCC1)c1cccc2ccccc12	-4%	-19%	0	.	.	.	.	-11%	.
Cc1nnc(C)c2c(C)n(-c3ccc4ncccc4c3)c(C)c12	-4%	-20%	4	0%	-10%	29%	-14%	18%	9%
CCN(C(=O)COc1ccc(C(=O)c2ccccc2)cc1)c1ccccc1	1%	-2%	-6	3%	2%	-23%	-3%	8%	12%[12.4 µM]
C=CCN(CC=C)C(=O)CN1C(=O)NC(c2ccccc2)(c2ccccc2)C1=O	-4%	3%	0	-17%	-15%	8%	-8%	-5%	13%
COC(=O)Cc1cc(=O)[nH]c(/N=C(\N)Nc2ccccc2C)n1	-2%	-7%	6	-10%	-4%	3%	3%	6%	5%
Cc1cc(C)n(C(=O)c2cc3c(s2)CCCC3)n1	7%	-5%	-2	-21%	2%	23%	-1%	-10%	22%
CCOC(=O)C1(CCOc2ccccc2)CCN(Cc2cccc(-n3cccn3)c2)CC1	-5%	-3%	0	-1%	-11%	3%	-12%	22%	-1%
CC1CCCN(CC(O)COc2ccc(-c3ccccc3)cc2)C1 (centres undefined)	3%	-2%	-3	-16%	-15%	32%	4%	?	24%
Cc1ccccc1OCC(=O)NCC(=O)OCc1ccc(Br)cc1	-4%	-32%	-2	5%	-8%	-4%	-4%	-6%	-13%
CCOc1ccc2nc(NC(=O)c3cccc(-c4cc5ccccc5oc4=O)c3)sc2c1	?	-2%	-10	4%	-19%	-2%	-9%	40%[activator]	16%
Cc1cnn(C(=S)NCC2CCCO2)c1 (centres undefined)	-1%	-12%	-3	?	6%	?	1%	?	0%
O=C(N1CCCC1)C12CCC3CC(CC(C3)C1)C2	0%	-9%	-2	?	2%	5%	0%	2%	3%
O=C(N1CCCCC1)N1CCCN(C(=O)N2CCCCC2)CC1	1%	-14%	-6	4%	-12%	19%	-1%	6%	3%
CC(C)(C)c1ccc(C(=O)OCc2c(-c3ccccc3)ncc3ccccc23)cc1	1%	-11%	-7	.	-8%	.	.	2%	-10%
CN(C)c1ccc(C(=O)/C=C/c2ccco2)cc1	-5%	-18%	2	-4%	?	?	-8%	?	?
O=C(CN1CCCN(S(=O)(=O)c2ccc(Br)cc2)CC1)Nc1ccc2c(c1)OCO2	.	.	.	3%	.	3%	-7%	.	-5%
COc1ccccc1-n1cc(CN2CCN(CC=C(C)C)C(CCO)C2)cn1 (centres undefined)	1%	-20%	-10	-1%	3%	-1%	-3%	9%	1%

Some of the entries above, reformatted.
molecule | Glioma ERSR ind | POLK inh | LDHA block | Apoferritin bind | POLH inh | Pol beta inh | BLM helicase inh | POLI inh | APE1 inh
COc1ccc(OC)c(NC(=O)c2csc(Cl)c2OC)c1 | 0% | -8% | -2 | -5% | -14% | 5% | -6% | 20% | 32%
Cc1ccc(C(=O)c2cn[nH]c2-c2cc(Cl)ccc2O)cc1 | -1% | -8% | 5 | -21% | -16% | -16% | 2% | 21% | -9%
O=C(C[N+]1(CCO)CCOCC1)c1cccc2ccccc12 | -4% | -19% | 0 | . | . | . | . | -11% | .
Cc1nnc(C)c2c(C)n(-c3ccc4ncccc4c3)c(C)c12 | -4% | -20% | 4 | 0% | -10% | 29% | -14% | 18% | 9%
CCN(C(=O)COc1ccc(C(=O)c2ccccc2)cc1)c1ccccc1 | 1% | -2% | -6 | 3% | 2% | -23% | -3% | 8% | 12%[12.4 µM]
C=CCN(CC=C)C(=O)CN1C(=O)NC(c2ccccc2)(c2ccccc2)C1=O | -4% | 3% | 0 | -17% | -15% | 8% | -8% | -5% | 13%
COC(=O)Cc1cc(=O)[nH]c(/N=C(\N)Nc2ccccc2C)n1 | -2% | -7% | 6 | -10% | -4% | 3% | 3% | 6% | 5%
Cc1cc(C)n(C(=O)c2cc3c(s2)CCCC3)n1 | 7% | -5% | -2 | -21% | 2% | 23% | -1% | -10% | 22%
CCOC(=O)C1(CCOc2ccccc2)CCN(Cc2cccc(-n3cccn3)c2)CC1 | -5% | -3% | 0 | -1% | -11% | 3% | -12% | 22% | -1%
CC1CCCN(CC(O)COc2ccc(-c3ccccc3)cc2)C1 (centres undefined) | 3% | -2% | -3 | -16% | -15% | 32% | 4% | ? | 24%
Cc1ccccc1OCC(=O)NCC(=O)OCc1ccc(Br)cc1 | -4% | -32% | -2 | 5% | -8% | -4% | -4% | -6% | -13%
CCOc1ccc2nc(NC(=O)c3cccc(-c4cc5ccccc5oc4=O)c3)sc2c1 | ? | -2% | -10 | 4% | -19% | -2% | -9% | 40%[activator] | 16%

New compounds follow:
SMILES	Glioma ERSR ind	POLK inh	LDHA block	Apoferritin bind	POLH inh	Pol beta inh	BLM helicase inh	POLI inh	APE1 inh
CC(=O)Nc1ccc(S(=O)(=O)Nc2nccc(/C=C/c3ccc(Cl)cc3)n2)cc1	-3%	-5%	-14	1%	0%	-2%	-2%	14%	2%
CC(C(=O)NCCS(=O)(=O)c1ccc(Br)cc1)S(=O)(=O)c1ccc(Cl)cc1 (centres undefined)	-4%	-4%	-35*	-3%	-12%	2%	-7%	-4%	60%[activator]
COc1ccc(S(=O)(=O)N(C)C[C@H]2Oc3ccc(NS(=O)(=O)c4ccccc4)cc3CC(=O)N([C@H](C)CO)C[C@@H]2C)cc1	-6%	13%	1	.	-23%	.	.	-14%	15%
CCn1c(SCC(=O)Nc2ccc(OC)cc2)nc2nc3c(cc2c1=O)COC(C)(C)C3	-1%	-5%	0&-5	-4%	-5%	5%	-2%	14%	3%
O=C(c1ccccc1)N1CCC(c2nc3c(nnn3Cc3ccco3)c(=O)[nH]2)CC1	-2%	-14%	-11	-12%	-1%	-1%	2%	-6%	0%
Cc1ccccc1-c1nc(CS(=O)CC(=O)NC2CC2)c(C)o1 (centres undefined)	-3%	-4%	-3	-6%	-8%	0%	3%	18%	3%
CC1CCCCC1NC(=O)c1ccc(S(=O)(=O)NCC2CCCO2)cc1 (centres undefined)	-4%	-7%	-3	-15%	0%	21%	-4%	132%[activator]	18%
CCOC(=O)c1cc(C)n(Cc2cccc(OC)c2OC)c1C	-3%	-18%	8	5%	-2%	3%	-4%	15%	0%
CCC(=O)N1c2ccccc2CC1C(=O)N1CCN(c2cccc(OC)c2)CC1 (centres undefined)	-3%	-2%[60.1 µM]	-2	-4%	-11%	-16%	1%	23%	.
Cc1ccc(C)c(N2CCN(c3nc4ccccc4n4c(C)nnc34)CC2)c1	-1%	-7%	-2	-6%	-14%	-4%	-8%	8%	.
COc1ccccc1NC(=O)N(Cc1ccccc1)C1=NCC(C)S1 (centres undefined)	4%	-3%	0	-4%	-9%	36%	-2%	-1%	-4%
N#Cc1nc(-c2cccc3ccccc23)oc1NCCN1CCCCC1	0%	-8%	-1	144%[activator]	-12%	-19%	2%	12%	3%
O=C(C1=COCCO1)N1CCN(c2nc3ccc([N+](=O)[O-])cc3s2)CC1	-2%	-3%	0	.	?	.	.	33%[activator]	7%
Cc1ccc(OCC(=O)Oc2c(C)cccc2C)cc1	-2%	-6%	1	-24%	-17%	-1%	-8%	-13%	4%
O=C(CN(C(=O)CCC(=O)Nc1ccccn1)c1ccccc1F)NCc1ccc2c(c1)OCO2	-2%	-11%	-9	-9%	-2%	58%	0%	110%[activator]	-13%
COC(=O)c1sccc1NS(=O)(=O)c1ccc(OC)cc1	-3%	-4%	0	-10%	-10%	0%	-2%	7%	-3%
CCOC(=O)C(CC)n1cnc2c(oc3ccccc32)c1=O (centres undefined)	-2%	-7%	-5	-10%	-7%	18%	0%	9%	-5%
Cc1ccc(-n2c(SCC(=O)N3CCOCC3)nnc2-c2ccncc2)cc1C	-5%	14%	-10	-7%	6%	20%	-2%	0%	0%
O=C(NC1CCN(C(=O)c2cccc([N+](=O)[O-])c2)CC1)c1ccccc1	-2%	-4%	0	3%	-5%	-12%	-1%	-11%	7%
COc1ccc(OCc2cc(=O)c3ccc4c(c3o2)C=CC(C)(C)O4)cc1OC	-2%	3%	9	.	-20%	.	.	21%	-15%
O=C(NCc1ccccc1CN1CCCC1)c1cc2cc(Cl)ccc2o1	-5%	1%	-3	.	-23%	.	.	51%[activator]	15%
CNC(=O)Cn1nc(C)c2ccccc2c1=O	-2%	7%	-6	-4%	-4%	-18%	2%	18%	-5%
Cn1c(=O)c2c(nc(NCCO)n2CCc2ccccc2)n(C)c1=O	-4%	-20%	-7	-9%	14%	-12%	-1%	17%	1%
COC(=O)C1=C(C(=O)OC)[C@@H]2N(C)c3ccc(OC)cc3[C@@]23C[C@@H](C(=O)OC)N(C(=O)NC2CCCCC2)C3=N1	-1%	-5%	-1	.	-21%	.	.	?	.
